# TRb SRC2 PPI: qHTS for Inhibitors of the Interaction of Thyroid Hormone Receptor and Steroid Receptor Coregulator 2; TRbeta-SRC2 peptide binding, fluorescence polarization; receptor liganded with 1 µM T3; 0.065% of 280,000 active; Potency, µM (top dose mostly 106 µM), without a hit: at the highest dose activity change, negative = inhibition, hits mostly inhibitors; AID 1469, 2008;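 also: plate controls were bound peptide for no effect and peptide without receptor for full effect; nearly all actives have a fitted effect of over 50% in size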
# Target sequence (P10828 whole entry, looked up): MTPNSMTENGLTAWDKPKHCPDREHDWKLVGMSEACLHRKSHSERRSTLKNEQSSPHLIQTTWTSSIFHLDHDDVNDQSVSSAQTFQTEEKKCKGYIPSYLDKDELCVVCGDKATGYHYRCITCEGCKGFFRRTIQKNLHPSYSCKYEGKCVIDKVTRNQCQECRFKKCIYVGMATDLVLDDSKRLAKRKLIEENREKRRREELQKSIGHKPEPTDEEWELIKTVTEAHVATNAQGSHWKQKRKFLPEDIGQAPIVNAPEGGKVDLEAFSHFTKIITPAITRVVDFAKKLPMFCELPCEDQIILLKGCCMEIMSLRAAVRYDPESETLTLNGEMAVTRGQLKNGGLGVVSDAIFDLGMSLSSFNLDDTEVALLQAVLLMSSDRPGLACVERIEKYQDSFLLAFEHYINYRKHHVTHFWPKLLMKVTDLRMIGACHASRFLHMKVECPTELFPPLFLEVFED
#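 Read-out is fluorescence polarization (555 nm excitation, 632 nm emission) of a Texas Red SRC2 coactivator peptide; loss of signal reflects blocked binding to human TRb ligand-binding domain in the presence of 1 uM T3.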
# JMJD2E inh: qHTS Assay for Inhibitors of Human Jumonji Domain Containing 2E (JMJD2E). Lysine-specific demethylase 4E (Homo sapiens), B2RXH2. JMJD2E catalytic domain, FDH-coupled NADH fluorescence (FDH is formaldehyde dehydrogenase). Potency, µM (doses to about 57.1 µM), for the others: at the highest dose activity change, negative = inhibition, usual class: inhibitors. 1.6% of 230,000 active. AID 2147, 2009; active = well fitted inhibition curve with a large enough effect, not every such curve was filed as active; inconclusive = small, poorly fitted or top-dose-only effect, or another doubt; inactive = no such curve, though single readings can be large or run the other way;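 also: 0% = wells with enzyme and -100% = buffer wells without enzyme; nearly all actives have a fitted effect of over 50% in size; many of its hits are not listed in these tables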
# Target sequence (B2RXH2 1-337 limits assumed): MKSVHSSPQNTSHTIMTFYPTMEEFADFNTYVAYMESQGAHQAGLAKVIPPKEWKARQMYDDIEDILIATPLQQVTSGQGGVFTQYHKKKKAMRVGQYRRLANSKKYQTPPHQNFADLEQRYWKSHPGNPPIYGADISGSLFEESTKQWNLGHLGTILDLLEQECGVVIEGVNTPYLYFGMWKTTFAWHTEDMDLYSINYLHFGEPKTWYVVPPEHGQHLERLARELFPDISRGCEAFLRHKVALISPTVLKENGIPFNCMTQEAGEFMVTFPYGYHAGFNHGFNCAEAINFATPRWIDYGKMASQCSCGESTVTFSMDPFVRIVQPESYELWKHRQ
# ALDH1A1 inh: qHTS Assay for Inhibitors of Aldehyde Dehydrogenase 1 (ALDH1A1); Purified ALDH1A1, NADH fluorescence, propionaldehyde substrate; Potency, µM (titrated, usually from 75.3 µM), for the others: top-dose activity, negative = inhibition, most hits filed as inhibitors; 7.3% of 220,000 active; AID 1030, 2008; active = well fitted inhibition curve with a large enough effect, not every such curve was filed as active; inconclusive = small, poorly fitted or top-dose-only effect, or another doubt; inactive = no such curve, though single readings can be large or run the other way;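 also: plate controls were no enzyme wells and a reference inhibitor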
# LMNA splice mod: qHTS Assay for Modulators of Lamin A Splicing; HeLa LMNA splicing GFP/RFP minigene ratio, 48 h; Potency, µM (doses to about 46.1 µM), for the others: top-dose ratio change, negative = inhibition, actives largely listed as inhibitors; 0.01% of 200,000 active; active = well fitted inhibition curve with a large enough effect in the signal ratio, with a control signal flat, not every such curve was filed as active; inconclusive = small, poorly fitted or top-dose-only effect, or effect the other way, or a change in a side signal; the % refers to the signal ratio; also: % is scaled to controls: 0 for no effect and ±100 for the full control effect
#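 Read-out is the ratio of GFP to DsRed2 object intensity, acquired by 488 nm laser-scanning cytometry on HeLa lamin A-EGFP minigene reporter cells. Compound incubation 48 hrs at 37 °C in Opti-MEM with 2% FBS; DMSO 0.5% final.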
# TR SRC2 fluor cs: Total Fluorescence Counterscreen for Inhibitors of the Interaction of Thyroid Hormone Receptor and Steroid Receptor Coregulator 2 | TRb/SRC2 Texas Red total fluorescence interference | Potency, µM (top dose mostly 106 µM), inactives show at the highest dose fluorescence change, negative = quenching | 0.29% of 280,000 active; active = well fitted curve in either direction with a large enough effect; inconclusive = small, poorly fitted or top-dose-only effect; also: % is scaled to controls: 0 for no effect and ±100 for the full control effect
#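 Flags fluorescent or light-absorbing compounds by total fluorescence, S + 2P, at 555 nm excitation and 632 nm emission. Mixture: 20 nM Texas Red SRC2 peptide, 0.6 uM human TRb LBD, 1 uM T3, 5% DMSO; compound exposure 5 h at ambient temperature.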
# SMN2 splice enh: qHTS Assay for Enhancers of SMN2 Splice Variant Expression. 2.8% of 210,000 active. HEK293 SMN2-luciferase splicing reporter, luminescence, 30-36 h. AID 1458, 2008. Potency, µM (doses to about 46.1 µM), for the others: at the highest dose activity change, positive = activation, usual class: activators; also: % of control where 0% means no effect; nearly all actives have a fitted effect of over 55% in size
#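 HEK293 cells carry an SMN2 minigene-luciferase reporter in which exon 7 inclusion puts luciferase in frame. Cells were seeded at 2000 cells/well, attached for 10-12 hours, then exposed to compounds for 30-36 hours at 37C before ONE-Glo luminescence.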
# RECQ1 inh: qHTS Assay for Inhibitors of RecQ-Like Dna Helicase 1 (RECQ1); ATP-dependent DNA helicase Q1 (Homo sapiens), P46063; RECQ1 DNA unwinding, red fluorescence kinetic read; Potency, µM (highest dose often 57.3 µM), for the others: top-dose activity, negative = inhibition, usual class: inhibitors; 0.54% of 240,000 active; AID 2549, 2010;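 also: plate controls were vehicle for no effect and no enzyme for full effect; nearly all actives have a fitted effect of over 30% in size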
#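 RECQ1T1 50 nM; forked duplex (20 bp + 30-nt ss tails) 200 nM, ATP 2 mM final; pH 8.0, 2 mM MgCl2, 2.5 ug/ml poly(dI-dC); 15 min compound preincubation; discontinuous kinetic read over 2 h at RT.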
# RGS12 GoLoco inh: qHTS Assay for Inhibitors of RGS12 GoLoco Motif Activity (Red Fluorophore) | Gai1:RGS12 GoLoco peptide FP, rhodamine, 10 min | 0.44% of 230,000 active | AID 880, 2007 | Guanine nucleotide-binding protein G(i) subunit alpha-1 (Homo sapiens), P63096 | Potency, µM (titrated, usually from 61.6 µM), inactives show at the top dose activity, negative = inhibition, usual class: inhibitors; active = well fitted inhibition curve with a large enough effect, not every such curve was filed as active; inactive = no such curve, though single readings can be large or run the other way; also: % is scaled to controls: 0 for no effect and ±100 for the full control effect; nearly all actives have a fitted effect of over 30% in size; many of its hits are not listed in these tables
# The depositor's hits bear a star; i = inactive; ? = inconclusive; nt = not tested or not shown; [ ] = another dose, or the depositor's remark. Unless noted, calls follow the shape of the dose curve; as a rule, active = well fitted curve in the direction sought with a large enough effect; inconclusive = small, poorly fitted or top-dose-only effect, or another doubt; inactive = no such curve, though single readings can be large; an effect the other way counts as inactive or inconclusive. Potency is read from the fitted curve at half-maximal effect. Some of the compounds tested; the hit share may differ from the screen's.
SMILES,TRb SRC2 PPI,JMJD2E inh,ALDH1A1 inh,LMNA splice mod,TR SRC2 fluor cs,SMN2 splice enh,RECQ1 inh,RGS12 GoLoco inh
CCOC(=O)c1ccc(N2CSC3=C(C#N)C(c4cccs4)CC(=O)N3C2)cc1 (stereo not given),1%,?,22µM*,0%,0%,6%,-3%,-33%
O=C(O)CCC(=O)N1N=C(c2ccco2)CC1c1cccs1 (stereo not given),12%,?,-5%,-2%,-1%,-6%,-4%,-2%
COc1cc(/C=C/C(=O)Nc2ccc(C(C)=O)cc2)cc(OC)c1OC,5%,-2%,?,?,-2%,-37%[inhibitor],-2%,18%
CCOC(=O)c1c(-c2ccccc2)csc1NC(=S)N(CC)CC,4%,2%,-1%,?,1%,-22%,5%,1%
COc1ccc(N2CCC(CNC(=O)Nc3ccc(OC)cc3OC)C2)cc1 (stereo not given),-7%,?,?,6%,1%,-15%,-7%,-5%
COc1cccc(Nc2nc(=O)[nH]nc2C)c1,-3%,-6%,9%,-6%,0%,18%,-17%,1%
COc1ccc(N2C(=O)C3ON(C4SC(=S)N(C)C4(C)C)C(c4ccc(Cl)cc4)C3C2=O)cc1 (stereo not given),-2%,5%,?,-11%,-2%,17%,-16%,8%
N=c1c(-c2nc3ccccc3[nH]2)cc(C(=O)c2cccs2)nn1-c1ccccc1,-6%,1%,21%,1%,0%,-77%[inhibitor],0%,-36%
COc1cc(/C=N/NC(=O)c2ccc(O)cc2)ccc1Oc1ccc([N+](=O)[O-])cn1,1%,2%,18%,-28%,-2%,-70%[inhibitor],-3%,-10%
CC(C)NS(=O)(=O)c1ccc(OCC(=O)NCC2CCCO2)c(Cl)c1 (stereo not given),-17%,-6%,9%,-3%,2%,-9%,i,0%
CCOc1ccc(NS(=O)(=O)c2ccc3c(c2)N(C(C)=O)CC3)cc1,3%,?,8%,nt,-2%,nt,-4%,17%
Cc1ccc(OCCCC(=O)Nc2ccc(S(=O)(=O)Nc3cc(C)on3)cc2)cc1,-2%,6%,-12%,6%,1%,nt,-7%,nt
C/C(=N/NC(=O)c1ccc(Br)o1)c1ccc(C)o1,-1%,2%,-10%,?,-9%,21%,-11%,6%
COc1ccc(-c2nnc(SCc3ccccc3F)o2)cc1OC,-3%,-2%,?,13%,0%,18%,-8%,0%
COC(=O)c1[nH]c2cccc(OC)c2c1NC(=O)CCN1CCN(c2ccccc2F)CC1,6%,?,?,-19%,-1%,7%,-4%,-10%
OC(CNC1CCCc2ccccc21)COc1ccc2ccccc2c1 (stereo not given),-2%,?,?,1%,-2%,-24%,i,1%
O=C(Cc1ccccc1)c1c[nH]c(C(=O)NCc2ccncc2)c1,-3%,5%,?,?,-5%,-14%,1%,-13%
CCOC(=O)C1CCCN(C(=O)c2ccccc2[N+](=O)[O-])C1 (stereo not given),2%,0%,5%,nt,0%,-5%,i,5%
COc1ccc(N(CC(=O)N/N=C/c2ccco2)S(=O)(=O)c2ccccc2)cc1Cl,5%,-9%,-13%,nt,-1%,nt,-6%,1%
CC(=O)Oc1ccccc1C(=O)Oc1ccccc1C(=O)O,1%,?,-5%,?,-2%,-1%,-9%[25.9 µM],-2%
NC1=NC(c2ccc(Cl)cc2)N(c2ccc(S(N)(=O)=O)cc2)C(N)=N1 (stereo not given),-3%,3%,5%,nt,-2%,nt,-4%,-2%
CCC(O)(C#CCN1CCCCC1)CC,-4%,-4%,6%,-5%,2%,-5%,0%,5%
CN(C)CCCN(C(=O)c1ccco1)c1nc2c(F)cccc2s1,3%,10%,5%,-17%[46 µM],1%,-2%,2%,4%
COCCn1c(-c2cc(OC)c(OC)c(OC)c2)nc2oc3ccccc3c(=O)c2c1=O,1%,-27%,-7%,?,0%,14µM*,7%,0%
COc1ccc(C)cc1NC(=O)COC(C)=O,0%,-2%,6%,2%,-2%,-33%[inhibitor],13%,12%
CCC1CCc2c(n(C)c3ccccc3c2=O)O1 (stereo not given),1%,2%,2%,5%,1%,14%,-1%,-10%
CC(=O)NCc1cn2c(C)csc2n1,8%,-10%,10%,-8%,-2%,-3%,3%,2%
CN1CCCC2(CCCN(Cc3nc(Cc4cccc(C(F)(F)F)c4)no3)C2)C1 (stereo not given),0%,-2%,2%,nt,-2%,nt,-4%,-4%
CC(=O)Oc1ccc2c(C)cc(=O)[nH]c2c1,-3%,?,9%,8%,-5%,28%,-6%,7%
COc1ccc(OCC(N)=O)cc1,-5%,6%,-2%,nt,-2%,nt,-1%,1%
COc1ccc(CNCC(=O)Nc2cc(C)nn2-c2nc(C)cc(C)n2)cc1OC,3%,6%,nt,nt,0%,nt,-4%,-4%
CC(C)=C1C(=O)C(c2ccccc2)=C2CN3C(=O)N(CCc4ccccc4)C(=O)[C@]3(Cc3ccccc3)[C@H]21,3%,-14%,-5%,nt,-2%,-5%,-6%,6%
O=C(c1cc(-c2cccs2)on1)N1CCN(c2ccc(F)cc2)CC1,-14%,13%,-6%,-17%,0%,-53%[inhibitor],-5%,6%
NS(=O)(=O)c1cccc(NC(=S)NC(=O)C23CC4CC(CC(C4)C2)C3)c1,-5%,-2%,28µM*,?,0%,-13%,-4%,-1%
COc1ccccc1NC(=O)c1sc2ncn(Cc3cccc(C)c3)c(=O)c2c1C,-3%,?,?,0%,-4%,7%,10%,22%
CCOCCCn1c(=S)[nH]c2cc(C(=O)N3CCC(C(N)=O)(N4CCCCC4)CC3)ccc2c1=O,-1%,1%,-11%,nt,-4%,0%,1%,8%
CN1CCOC(=O)/C1=N/Nc1cc(Cl)ccc1Cl,3%,2%,-4%,nt,-7%,nt,-10%,-2%
Cc1cccc2c(CCNC(=O)c3ccc([N+](=O)[O-])cc3)c[nH]c12,7%,-1%,6%,-16%,-3%,-14%,0%,3%
Cc1nc(N2CCCC2C(=O)O)c2oc3ccccc3c2n1 (stereo not given),3%,-11%,3%,-3%,1%,1%,-11%,3%
S=c1nc2ccccc2c2nc(-c3cccnc3)[nH]n12,-2%,-8%,nt,nt,-2%,nt,-12%,-7%
CN=C1SC(CC(=O)Nc2ccc(F)cc2F)C(=O)N1/N=C(\C)c1cccc(OCC(=O)O)c1 (stereo not given),-1%,0%,?,nt,-1%,nt,4%,6%
Cc1cc(C)n2c(SCC(=O)N(C)C3CCCCC3)nnc2n1,6%,?,0%,17%[46 µM],-4%,3%,i,15%
COc1ccc(CN(C)C(C)C(=O)Nc2ccc(S(=O)(=O)N3CCCC3)cc2)c(OC)c1OC (stereo not given),1%,-3%,?,-36%[46 µM],-1%,-68%[inhibitor],-5%,10%
CCN(CCNS(=O)(=O)c1ccc2[nH]c(=O)sc2c1)c1ccccc1,-17%,-1%,?,?,-4%,-19%,-11%,3%
O=C(CSc1nc2ccccc2o1)NCCOc1ccccc1,-15%,-5%,7%,4%,0%,-17%,0%,2%
COCCNc1c(-c2cc3ccc(C)c(C)c3[nH]c2=O)nc2ccccn12,1%[53 µM],-2%,-5%,13%[46 µM],0%[53 µM],nt,3%,4%
O=C(O)CSc1nc(-c2cccs2)cc(C(F)(F)F)n1,1%,3%,-2%,nt,-3%,-6%,i,-5%
CCN(/C=N/c1sc2c(c1C#N)CC(C)(C)NC2(C)C)CC,-17%,-10%,7%,-6%,-2%,26%,-9%,0%
Cc1ccccc1OCC(=O)NCCN1CCCC1,-10%,4%,3%,0%,-1%,nt,-3%,nt

# Among those listed so far, eight have a thiophene ring, fused or not:
SMILES,TRb SRC2 PPI,JMJD2E inh,ALDH1A1 inh,LMNA splice mod,TR SRC2 fluor cs,SMN2 splice enh,RECQ1 inh,RGS12 GoLoco inh
CCOC(=O)c1ccc(N2CSC3=C(C#N)C(c4cccs4)CC(=O)N3C2)cc1 (stereo not given),1%,?,22µM*,0%,0%,6%,-3%,-33%
O=C(O)CCC(=O)N1N=C(c2ccco2)CC1c1cccs1 (stereo not given),12%,?,-5%,-2%,-1%,-6%,-4%,-2%
CCOC(=O)c1c(-c2ccccc2)csc1NC(=S)N(CC)CC,4%,2%,-1%,?,1%,-22%,5%,1%
N=c1c(-c2nc3ccccc3[nH]2)cc(C(=O)c2cccs2)nn1-c1ccccc1,-6%,1%,21%,1%,0%,-77%[inhibitor],0%,-36%
O=C(c1cc(-c2cccs2)on1)N1CCN(c2ccc(F)cc2)CC1,-14%,13%,-6%,-17%,0%,-53%[inhibitor],-5%,6%
COc1ccccc1NC(=O)c1sc2ncn(Cc3cccc(C)c3)c(=O)c2c1C,-3%,?,?,0%,-4%,7%,10%,22%
O=C(O)CSc1nc(-c2cccs2)cc(C(F)(F)F)n1,1%,3%,-2%,nt,-3%,-6%,i,-5%
CCN(/C=N/c1sc2c(c1C#N)CC(C)(C)NC2(C)C)CC,-17%,-10%,7%,-6%,-2%,26%,-9%,0%

# Screening results as filed in PubChem.
